CRFBP-R2 agonist: agonists of CRF-BP/CRF-R2 complex, primary screen, cell-based, HEK293, calcium dye fluorescence, uHTS; calcium dye fluorescence (FLIPR); percent of saturating CRF peptide response; activation, % at 13.2 µM; 350,000 tested, 0.46% active;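 active means activation of at least 50%, plus an integration ratio under a set limit after plate pattern correction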;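 further: plate controls were neutral control wells without compound for no effect and CRF at EC100 for full effect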
M5 ag: human M5 muscarinic receptor agonists, primary screen, CHO-K1 cells, Fluo-8 calcium fluorescence. Muscarinic acetylcholine receptor M5 (Homo sapiens), P08912. CHO-K1 hM5 cells; 0% DMSO wells, 100% maximal acetylcholine response. activation, % at 3 µM. 360,000 tested, 0.19% active. AID 624037, 2012;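 active means activation above the run's mean over test compounds plus 3 SD, cut at about 23% in these data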;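 further: signal is peak over basal fluorescence ratio across the kinetic read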
Target sequence (P08912 whole entry, looked up): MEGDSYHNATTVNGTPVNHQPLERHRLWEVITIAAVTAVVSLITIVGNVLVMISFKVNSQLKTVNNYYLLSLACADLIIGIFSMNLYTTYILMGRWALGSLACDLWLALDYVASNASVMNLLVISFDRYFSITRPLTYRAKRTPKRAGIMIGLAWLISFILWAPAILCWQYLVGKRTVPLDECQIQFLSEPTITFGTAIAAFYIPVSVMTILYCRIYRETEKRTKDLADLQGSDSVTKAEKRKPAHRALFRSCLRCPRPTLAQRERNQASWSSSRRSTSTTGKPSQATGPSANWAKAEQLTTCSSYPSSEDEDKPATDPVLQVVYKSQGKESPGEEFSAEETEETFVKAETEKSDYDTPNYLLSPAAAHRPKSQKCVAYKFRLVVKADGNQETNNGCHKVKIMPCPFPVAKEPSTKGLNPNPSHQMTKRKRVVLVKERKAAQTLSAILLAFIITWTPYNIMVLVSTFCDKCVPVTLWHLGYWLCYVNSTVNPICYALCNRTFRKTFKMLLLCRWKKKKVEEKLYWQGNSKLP
CRFR2-BP antag: antagonists of CRF-BP/CRF-R2 complex, primary screen, cell-based, HEK293, calcium dye fluorescence, uHTS | inhibition, % at 11.8 µM | 350,000 tested, 0.59% active | CRF-induced calcium fluorescence;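 active means inhibition of the ligand-induced calcium signal above about 50% at the single tested concentration, limit read from the data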
TAAR1 agonist: human TAAR1 agonists, primary screen, Fluo-8 calcium fluorescence, CHO RD-HGA16 cells; Trace amine-associated receptor 1 (Homo sapiens), Q96RJ0; vehicle wells 0%, saturating PEA agonist 100%; activation, % at 3 µM; 360,000 tested, 0.99% active;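 active means activation above the mean activation of all test compounds in the run plus 3 SD, cut at about 38% in these data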
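Repeats: no replicates (n 1) | Material: CHO-derived RD-HGA16 cells with stable Gα16 and human TAAR1 | Technique: Kinetic Fluo-8 calcium fluorescence | Schedule: 17-24 h seeding, 75 min 37 °C dye, 30 min RT | Evaluation: % activation from peak over basal fluorescence ratio, DMSO-to-PEA scaled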
CHRM5 antagonist: human M5 muscarinic receptor antagonists, primary screen, CHO cells, Fluo-8 calcium fluorescence; 360,000 tested, 0.59% active; Muscarinic acetylcholine receptor M5 (Homo sapiens), P08912; AID 624040, 2012; CHO-hM5 cells, ACh EC80; inhibition, % at 3 µM;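 active means inhibition above a per-plate cutoff, the mean of that plate's test compounds plus 3 SD, cut at about 27% in these data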;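 further: 0% = acetylcholine EC80 with DMSO and 100% = DMSO without agonist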
CHRM5 PAM: human M5 muscarinic receptor positive allosteric modulators, primary screen, CHO-K1 cells, Fluo-8 calcium fluorescence. Muscarinic acetylcholine receptor M5 (Homo sapiens), P08912. CHO-K1 hM5, ACh EC20 PAM; 0% = ACh EC20, 100% = ACh EC100. activation, % at 3 µM. 360,000 tested, 0.3% active. AID 624038, 2012;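 active means activation above the run cutoff, the mean activation of all test compounds plus 3 SD, cut at about 18% in these data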
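system = human M5 receptor in CHO-K1 cells | reagent = EC20 acetylcholine as agonist stimulus | compound dosing = single-point, 3 µM nominal | incubation = Fluo-8 loading 80 min at 37 °C plus 30 min room temperature | detection = Fluo-8 calcium dye fluorescence, kinetic read | benchmarks = low control EC20 acetylcholine (0%), high control EC100 acetylcholine (100%)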
CHO-K1 Ca PAM: nonselective calcium activators in parental CHO-K1 cells, primary screen, counter-screen for M1 PAM project, cell-based, Fluo-8 calcium fluorescence, full deck, 1536-well; ATP EC20; 0% at ATP EC20, 100% at ATP max; activation, % at 3 µM; 360,000 tested, 0.02% active;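 active means activation above the run cutoff, the mean activation of all test compounds plus 3 SD, cut at about 40% in these data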;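 further: peak over basal fluorescence ratio in a 140 s read after ATP addition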
TAAR1 antagonist: human TAAR1 antagonists, primary screen, Fluo-8 calcium fluorescence, CHO RD-HGA16 cells | Trace amine-associated receptor 1 (Homo sapiens), Q96RJ0 | antagonist | inhibition, % at 3 µM | 360,000 tested, 1.5% active | AID 624466, 2012;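 active means inhibition above a per-plate cutoff, the mean inhibition of test compounds on that plate plus 3 SD, cut at about 49% in these data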;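 further: 0% = DMSO plus EC80 beta-PEA response and 100% = DMSO alone without agonist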
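Material: RD-HGA16 CHO cells with stable hTAAR1 and Gα16; Dosing: single nominal final test compound concentration of 3 µM; Schedule: seeding 17-24 h prior, 75-min 37 °C, 30-min RT dye loading; Detection: kinetic Fluo-8 calcium fluorescence measurement; Measure: % inhibition from peak post-agonist over basal fluorescence ratio; Benchmarks: vehicle and agonist controls.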
CHRM4 PAM: human M4 muscarinic receptor positive allosteric modulators, primary screen, CHO-K1 cells, Fluo-8 calcium fluorescence; activation, % at 3 µM; CHO-K1 hM4/Gqi5, ACh EC20; 0% = ACh EC20, 100% = maximal ACh; Muscarinic acetylcholine receptor M4 (Homo sapiens), P08173; 360,000 tested, 0.4% active;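 active means activation above its plate's cutoff, the mean activation of sample wells plus 3 SD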; further: some results filed as inactive read as strong as hits
Target sequence (P08173 whole entry, looked up): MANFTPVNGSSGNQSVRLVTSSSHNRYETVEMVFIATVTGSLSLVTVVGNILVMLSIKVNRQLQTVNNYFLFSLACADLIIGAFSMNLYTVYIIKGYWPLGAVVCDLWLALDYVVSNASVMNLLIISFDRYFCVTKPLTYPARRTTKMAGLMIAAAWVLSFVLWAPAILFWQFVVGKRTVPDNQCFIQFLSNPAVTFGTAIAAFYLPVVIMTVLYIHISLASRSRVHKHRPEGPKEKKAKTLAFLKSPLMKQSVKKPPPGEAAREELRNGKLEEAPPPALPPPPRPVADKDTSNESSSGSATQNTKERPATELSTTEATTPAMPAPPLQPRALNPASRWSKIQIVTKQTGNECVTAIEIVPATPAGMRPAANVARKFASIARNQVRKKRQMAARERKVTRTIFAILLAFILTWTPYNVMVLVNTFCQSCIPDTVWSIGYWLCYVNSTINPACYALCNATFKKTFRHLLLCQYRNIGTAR
* hit, by the source's call; x = no result given.

SMILES | CRFBP-R2 agonist | M5 ag | CRFR2-BP antag | TAAR1 agonist | CHRM5 antagonist | CHRM5 PAM | CHO-K1 Ca PAM | TAAR1 antagonist | CHRM4 PAM
O=C(Nc1ccc(C(=O)O)cc1)/C(=C\C=C\c1ccccc1)NC(=O)c1cccc(Br)c1 | 4.9 | -1 | 2 | 0 | -19 | 9 | 7 | 9 | 18
COc1cc(CC(=O)N(CC(C)C)C2CCS(=O)(=O)C2)cc(OC)c1OC (stereo unspecified) | -2.6 | 5 | -1 | 3 | -3 | 4 | 14 | -9 | 7
CC(CNC(=O)CN(C)CC(=O)Nc1ccccc1Br)c1ccccc1 (stereo unspecified) | -1.8 | 0 | -5 | 4 | 5 | -2 | -15 | -28 | 2
Cc1ccc(NC(=O)CN(C)C(=O)c2ccc(Sc3nncn3C)c([N+](=O)[O-])c2)cc1 | 0.9 | 0 | -6 | 6 | 1 | 3 | 14 | -1 | 9
CC(C)(C)c1ccc(C(=O)NC(=S)N2CCCC2)cc1 | -0.1 | 0 | -8 | 2 | -9 | 0 | -21 | 10 | 17
COc1ccc(Br)cc1CN1CCN(C(=O)c2cccc(F)c2)CC1 | -0.7 | -5 | 9 | -1 | 10 | 2 | 11 | 6 | -4
CC1(CCCN2C(=O)c3ccccc3C2=O)OCCO1 | 2.4 | -2 | -7 | 2 | -6 | 8 | 13 | -26 | 3
Cc1cc2n(n1)SC(Nc1ccccc1)N2 (stereo unspecified) | -1.5 | -2 | 1 | 8 | 1 | 2 | 9 | 0 | 6
CC1(C)CC(=O)C2=C(C1)N(Cc1ccco1)C(=O)NC2(C(F)(F)F)C(F)(F)F | -3.0 | -1 | -12 | 1 | 0 | -2 | 14 | 3 | -5
CS(=O)(=O)c1ccc2nc(NC(=O)C3CC3)sc2c1 | 4.3 | -1 | -12 | 1 | -9 | 12 | 14 | -32 | -2
CCn1nc(C)c(Br)c1-c1nc(-c2ccc(C)cc2)no1 | 2.3 | -1 | -1 | 1 | -5 | 7 | -16 | -8 | -4
Cc1noc(C)c1CN(C(=S)NC1CC2CCC1C2)c1ccccc1 (stereo unspecified) | -2.0 | -7 | 19 | 9 | -5 | 23* | -10 | 28 | 0
Cc1ccc2cccc(SCC(=O)NCc3ccco3)c2n1 | -0.2 | -1 | 13 | 12 | 3 | 0 | 12 | 13 | 4
CN1C(=O)/C(=C/c2ccc(OCc3cccc(F)c3)cc2)NC1=S | 0.2 | 1 | -4 | 3 | -2 | 0 | 9 | -13 | -1
O=C(Nc1cc([N+](=O)[O-])ccc1Cl)C1CC1 | 1.0 | 1 | 14 | 10 | 6 | -5 | 21 | 1 | 1
COc1ccc(C)cc1NC(=O)CN1C(=O)COc2ccc(S(=O)(=O)N3CCOCC3)cc21 | 0.1 | -5 | -1 | 0 | -3 | -2 | 22 | -1 | 6
COc1ccc(C(=O)Nc2ccccc2-c2ccccc2)cc1Cl | 0.9 | -7 | 28 | 4 | -13 | 2 | 26 | -3 | 3
S=C(NCc1ccccc1)NC1CCCCC1 | -2.1 | -3 | 21 | -1 | 6 | 2 | 18 | -7 | 0
Cc1ccc(-n2nc3c(c2NC(=O)c2ccco2)CS(=O)(=O)C3)cc1 | 2.3 | -7 | 3 | 6 | -3 | -2 | -8 | -26 | 0
COc1ccc(Cl)cc1S(=O)(=O)Nc1ccncc1 | 1.1 | 1 | -23 | 3 | -6 | 8 | -5 | -7 | -2
CCOC(=O)c1c(C)[nH]c(-c2csc(C)n2)c1C | -0.1 | -3 | -3 | 0 | 9 | -4 | 14 | -16 | -3
CNC(=S)N1N=C(c2ccc(C)cc2)CC1c1ccc(N(C)C)cc1 (stereo unspecified) | 3.2 | -3 | 0 | -1 | -1 | 3 | 17 | -19 | 1
Cn1c2ccccc2c(=O)c2c(=O)n(Cc3ccccc3)c(-c3ccc(F)cc3)nc21 | 1.8 | 0 | -17 | -2 | 8 | -8 | -5 | -5 | 0
Cn1c(=O)c2c(ncn2CC(=O)N/N=C/C(Br)=C/c2ccccc2)n(C)c1=O | -1.6 | -1 | -20 | 5 | -2 | 3 | 20 | 2 | 4

Of the compounds above, these have fluorine:
SMILES | CRFBP-R2 agonist | M5 ag | CRFR2-BP antag | TAAR1 agonist | CHRM5 antagonist | CHRM5 PAM | CHO-K1 Ca PAM | TAAR1 antagonist | CHRM4 PAM
COc1ccc(Br)cc1CN1CCN(C(=O)c2cccc(F)c2)CC1 | -0.7 | -5 | 9 | -1 | 10 | 2 | 11 | 6 | -4
CC1(C)CC(=O)C2=C(C1)N(Cc1ccco1)C(=O)NC2(C(F)(F)F)C(F)(F)F | -3.0 | -1 | -12 | 1 | 0 | -2 | 14 | 3 | -5
CN1C(=O)/C(=C/c2ccc(OCc3cccc(F)c3)cc2)NC1=S | 0.2 | 1 | -4 | 3 | -2 | 0 | 9 | -13 | -1
Cn1c2ccccc2c(=O)c2c(=O)n(Cc3ccccc3)c(-c3ccc(F)cc3)nc21 | 1.8 | 0 | -17 | -2 | 8 | -8 | -5 | -5 | 0

More entries:
SMILES | CRFBP-R2 agonist | M5 ag | CRFR2-BP antag | TAAR1 agonist | CHRM5 antagonist | CHRM5 PAM | CHO-K1 Ca PAM | TAAR1 antagonist | CHRM4 PAM
CC1(C(=O)O)CCCN1C(=O)c1ccco1 (stereo unspecified) | x | 5 | x | 1 | 1 | 1 | -2 | -18 | 8
c1ccc(Cn2c(-c3ccccc3)nc3nc4ccccc4nc32)cc1 | 0.0 | -1 | 15 | 4 | -1 | -1 | 10 | 1 | 4
CC(Sc1ccc2c(c1)OCCO2)C(=O)Nc1ncc(Cl)cc1Cl (stereo unspecified) | -3.3 | -2 | 23 | 2 | -9 | -1 | 21 | 21 | 12
COc1cccc(NC(=O)c2cc(-c3ccncc3)nc3c(C)cc(C)cc23)c1 | 1.4 | -3 | -4 | -2 | 5 | -6 | -6 | 11 | -11
Cc1ccc(CNC(=O)C(NS(=O)(=O)c2cccs2)C(C)C)cc1 (stereo unspecified) | 0.2 | x | 21 | 9 | x | x | x | -11 | x
CCOC(=O)c1ccc(NC(=O)CN(Cc2ccc(Cl)cc2)S(C)(=O)=O)cc1 | 6.1 | 2 | -12 | 14 | 9 | -9 | -3 | -4 | 11
COc1ccccc1CCNC(=O)CSc1nnc2ccc(-c3cccnc3)nn12 | 0.1 | 2 | -1 | -1 | 5 | -7 | -21 | -15 | -8
Cc1ccc(CN2CC(C(=O)O)CC2=O)cc1 (stereo unspecified) | -0.5 | 3 | 12 | 5 | -1 | 3 | 14 | -2 | 3
COc1ccc(S(=O)(=O)Nc2ccccc2C(=O)NCc2ccco2)cc1 | 0.6 | -7 | -3 | 6 | 2 | 3 | 15 | -4 | 2
CC(=O)Nc1cccc(-c2nc3ccccc3[nH]2)c1 | 29 | -2 | -54 | 4 | 4 | -2 | -21 | 10 | -6
CC(=O)Nc1ccc(OC(F)(F)C(F)F)c(NC(C)=O)c1 | 1.0 | 1 | 0 | -2 | -8 | 9 | -4 | 7 | 13
COc1ccc(/C(O)=C2/C(=O)C(=O)N(CCCN3CCOCC3)C2c2ccc(N(C)C)cc2)cc1 (stereo unspecified) | 1.7 | 2 | -5 | 4 | 3 | 2 | -4 | -3 | 1
COc1cc(/C=N/NC(=O)CCc2n[nH]c(=O)[nH]c2=O)cc(OC)c1OC | -1.4 | -1 | 14 | 2 | 8 | -2 | 17 | -10 | 3
CC(/C=C/c1cccs1)=C\C(=O)O | 0.4 | -10 | 6 | 5 | 3 | 1 | 11 | -6 | 1
O=C(N/N=C/c1c(O)ccc2ccccc12)c1cccnc1 | 22 | 4 | -16 | 16 | 0 | -2 | -12 | 3 | -2
Cc1cc2cc(CN3C(=O)c4ccccc4C3=O)ccc2[nH]1 | -1.2 | -1 | 8 | 4 | 11 | -9 | -8 | -27 | 8
Cc1ccc(NS(=O)(=O)c2ccc3c(c2)C(=O)c2ccccc2C3=O)c(C)c1 | 1.1 | -3 | 7 | 0 | -5 | -3 | 30 | -13 | 4
O=Cc1ccc2ccc3cccnc3c2n1 | -4.3 | 0 | 2 | 2 | -1 | 5 | 16 | -15 | 5
COc1ccc(NC(=O)c2nn(C)cc2[N+](=O)[O-])cc1 | -4.7 | 4 | -19 | 6 | 7 | -4 | 1 | -27 | -16
O=C1c2ccccc2NC(c2cnc3ccccc3n2)N1O (stereo unspecified) | -1.4 | 0 | 14 | 1 | -7 | 4 | 5 | -12 | -3
CCCC1(CCC)C(=O)NC(=NCCc2ccc(OC)c(OC)c2)NC1=O | -0.4 | -2 | 16 | 4 | 12 | 0 | 12 | -15 | -4
COc1ccc(Cl)cc1NC(=O)c1cc(-c2ccccc2O)n[nH]1 | 0.8 | 4 | -7 | 1 | 1 | 6 | 19 | 23 | 5
COc1nc(C)nc(NC(=O)NS(=O)(=O)c2ccc(C)cc2)n1 | -1.1 | 2 | 16 | 1 | -2 | 12 | 18 | 2 | -1
CCC(C)[C@H](NC(=O)NCCCN1CCOCC1)C(=O)OC (stereo partly specified) | 3.2 | -1 | -11 | 3 | -14 | 5 | 5 | -1 | 13
O=C(NCCN1CCN(S(=O)(=O)c2ccc([N+](=O)[O-])cc2)CC1)C(=O)Nc1ccccc1 | -0.6 | 0 | 15 | 1 | 4 | 7 | 12 | -7 | 12
CCCS(=O)(=O)N1CCN(Cc2ccc3c(c2)c2ccccc2n3CC)CC1 | -1.5 | -6 | -7 | 2 | 15 | -11 | 20 | -11 | -3
COc1ccc(N2CCN(C(=O)CSc3nnnn3-c3ccc4c(c3)OCCO4)CC2)cc1 | -1.3 | 7 | 26 | 4 | 4 | -15 | 9 | 16 | -14
CCOc1ccc(/C=C2\SC(N3CCc4ccccc4C3)=NC2=O)cc1 | 1.9 | -1 | -9 | 10 | 1 | -2 | 18 | -13 | -1
Cc1sc2nc(CN(C(=O)NCc3ccccc3)C3CCCC3)[nH]c(=O)c2c1C | -0.2 | 4 | -6 | 3 | -6 | 6 | -4 | -26 | -6
CCN(CC(=O)Nc1c(F)cccc1F)C(=O)c1cc2ccccc2oc1=O | 0.1 | -3 | -7 | 1 | 2 | -6 | -19 | -8 | 0
CCn1nc(C)cc1C(=O)Sc1cccc(Br)c1 | 0.4 | 0 | -15 | 6 | 4 | 0 | 21 | -24 | -8
